Bioassay records: PubChem BioAssay, National Center for Advancing Translational Sciences (NCATS)
A-T KAP1 phos: potential ataxia-telangiectasia treatments restoring KAP-1 phosphorylation; Potency, µM (series often up to 57.5 µM), inactives show at the top dose activation, hits mostly activators; hit rate 0.19% among 320,000; AID 485349; […] A-T fibroblasts, KAP-1 phosphorylation AlphaLISA; neocarzinostatin DNA damage 30 min before lysis; further: potency means the concentration at half of the fitted maximal effect; % of control where 0% means no effect; nearly all actives have a fitted effect of over 45% in size
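hTERT-immortalized A-T patient fibroblasts ([…]), 500 cells/well in OPTI-MEM, 1% FBS, got compounds for 60 min, then NCS for 30 min at 37C. Lysates were then assayed for phospho-KAP-1 by AlphaLISA (anti-pKAP1 donor, anti-KAP1 acceptor beads), 6 hr at 25C.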
PTAP TSG101 blk: blocks PTAP/TSG101 interaction to inhibit HIV-1 budding; Q99816; Fluorescence polarization, FITC-PTAP peptide / Tsg101 binding; Potency, µM (highest dose often 115 µM), for the others: at the highest dose activity change, negative = inhibition, most hits filed as inhibitors; 340,000 tested, under 10 active; AID 493005; active means well fitted inhibition curve with a large enough effect in the main read-out, with a control signal flat, not every such curve was filed as active; inconclusive means small, poorly fitted or top-dose-only effect, or effect the other way, or a change in a side signal; inactive means no such curve, though single readings can be large or run the other way; further: potency means the concentration at half of the fitted maximal effect; % of control where 0% means no effect
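Compounds were pin-transferred onto Tsg101 binding domain (10 uM final) in HEPES pH 7.5 buffer, then FITC-PTAP peptide was added at 50 nM final. After 20 min at RT, polarization reported peptide displacement across a qHTS concentration series.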
CXXC DNA block: MLL CXXC-DNA interaction inhibition | Q03164 | MLL-CXXC / FITC-HOXA9 DNA fluorescence polarization | Potency, µM (top dose mostly 115 µM), without a hit: at the top dose activity change, negative = inhibition, hits mostly inhibitors | hit rate 0.037% among 290,000 | AID 2662; active means well fitted inhibition curve with a large enough effect in the polarisation, with a control signal flat, not every such curve was filed as active; inconclusive means small, poorly fitted or top-dose-only effect, or effect the other way, or a change in a side signal; inactive means no such curve, though single readings can be large or run the other way; the % refers to the polarisation; further: potency means the concentration at half of the fitted maximal effect
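Steps: dispense CXXC domain solution (7 uM) → pin compounds or unlabeled HOX-A9 DNA control → 5 min ambient → add FLSN-HOX-A9 solution (50 nM) → spin → 30 min ambient → fluorescence polarization. Tris pH 7.5/NaCl/DTT/BSA buffer.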
TCR activator: activators of T cell receptors; 330,000 tested, under 10 active; primary human leukocytes, anti-CD3, IL-2 HTRF, 48 h; AID 504894; Potency, µM (series often up to 9.22 µM), without a hit: top-dose activation of IL-2 secretion, usual class: activators; further: % of control where 0% means no effect
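Primary human leukocytes receive a-CD3 beads and test compound and are incubated 48 hr. Secreted IL-2 is then assayed by HTRF, measuring 665nm acceptor emission after 320nm excitation of the europium donor.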
Integrin act MD: activates integrin-mediated alleviation for muscular dystrophy; alpha7betagal myoblasts, beta-gal FDG fluorescence, 48 h; Potency, µM (highest dose often 38.3 µM), for inactives: at the top dose activation, hits mostly activators; hit rate 0.064% among 350,000;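 further: potency means the concentration at half of the fitted maximal effect; 100% = response of the positive control SU9516; nearly all actives have a fitted effect of over 60% in size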
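Alpha7betagal+/- myoblasts (passage 13) were plated 16-24 hr, then exposed to compounds (1:260 dilution of DMSO stock) for 48 hours at 37C. After MPER lysis, β-galactosidase reporter activity was read as FDG fluorescence (ex 480/em 540) after 30 minutes.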
p53 reactivation: re-activators of mutant p53. H1299 p53-A138V BP100-luciferase reporter, luminescence, 24 h. Potency, µM (top dose mostly 92.2 µM), without a hit: at the top dose activity change, positive = activation, most hits filed as activators. hit rate 0.063% among 320,000; further: potency means the concentration at half of the fitted maximal effect; % of control where 0% means no effect; nearly all actives have a fitted effect of over 45% in size
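H1299 (p53-null), stable ts p53-A138V + BP100-Luc; 1000 cells/well, Opti-MEM/10% FBS; cpd 4 pt, 1:5; 24 h, 37 deg C, 5% CO2; detection reagent 10 min RT; luminescence.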
B2AR arrestin: beta2AR (human) beta-arrestin recruitment activity; P07550; beta-arrestin recruitment to beta2AR, cell-based reporter; Potency, µM (titrated, usually from 46.1 µM), for the others: at the highest dose activation, actives largely listed as activators; hit rate 0.02% among 330,000; AID 492947;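 further: potency means the concentration at half of the fitted maximal effect; 0% = DMSO controls and full agonism = EC100 isoproterenol or metaproterenol; nearly all actives have a fitted effect of over 65% in size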
TRPV1 agonist: agonists of human vanilloid receptor 1 (TRPV1); Q8NER1; TRPV1-expressing cells, Fluo-8 calcium influx, agonist mode; activation, % at 8.33 µM; hit rate 0.19% among 320,000; AID 540275; in the data active means activation above about 80%; inconclusive means between about 30% and that limit; further: 0% is about no effect
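TRPV1-expressing cells were cultured overnight at 35.5C and loaded with Fluo-8 calcium dye for 40 to 90 min at room temperature. After a 10 s baseline, compound was added and calcium influx was read kinetically for 3 min (ex 480/em 520 nm).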
ELG1 DNA repair: blocks ELG1-dependent DNA repair in HEK293T cells; Potency, µM (highest dose often 46.1 µM), for inactives: top-dose activity change, negative = inhibition, most hits filed as inhibitors; hit rate 2.3% among 330,000; AID 504467; HEK293T ELG1-luciferase reporter, luminescence, 16 h; DNA damage induced by 5-fluorouridine; further: potency means the concentration at half of the fitted maximal effect; on the % scale 0 is the no-effect control and ±100 the full control effect; nearly all actives have a fitted effect of over 55% in size
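DMSO vehicle served as the neutral condition. Each well held 2,000 cells given 5-fluorouridine plus compound; after 16 hr at 37 °C/5% CO2, ONE-Glo was added and luciferase measured 30 min later.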
BRCA1 expr act: increases BRCA1 expression. MCF7-BRCA1-FFLuc reporter, luminescence, 48 h; response scale: scaled: vehicle 0%, 10 µM genistein 100%. hit rate 1.1% among 380,000. Potency, µM (highest dose often 46.1 µM), for the others: at the top dose activation, actives largely listed as activators; further: potency means the concentration at half of the fitted maximal effect; nearly all actives have a fitted effect of over 80% in size; some results filed as inactive show a strong effect at the top dose
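Luminescence from a BRCA1-driven firefly luciferase in MCF7 cells was the read-out, taken 15 min after substrate addition following 48 h compound exposure at 37 °C. Data were normalized to a 10 microM genistein control and DMSO vehicle.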
* hit, by the source's call; i = inactive; ? = inconclusive; · = no result given; & = joins results of further samples; [ ] = remark or other dose. Unless noted, the call rests on the fitted dose curve; in most records, active means well fitted curve in the direction sought with a large enough effect; inconclusive means small, poorly fitted or top-dose-only effect, or another doubt; inactive means no such curve, though single readings can be large; an effect the other way counts as inactive or inconclusive.

Sample of the layout:
SMILES	A-T KAP1 phos	PTAP TSG101 blk	CXXC DNA block	TCR activator	Integrin act MD	p53 reactivation	B2AR arrestin	TRPV1 agonist	ELG1 DNA repair	BRCA1 expr act
COc1ccc(NC(=O)CSCC(=O)Nc2ccc(C)c(S(=O)(=O)N3CCCCCC3)c2)cc1	1%	-2%	·	3%	-10%	1%	0.5%	13	?	-31%
CC(/C=C/c1ccccc1F)=N\NC(=O)c1cccc(F)c1	4%	-1%	9%	8%	-22%	16%	-0.7%	21	?	-31%
O=C(N=C1SC2CS(=O)(=O)CC2N1Cc1ccccc1)C1CCCCC1 (configuration not stated)	6%	0%	2%	7%	-5%	-1%	-0.4%	4	2%	-20%
Cc1ccc(C)c(NC(=O)CCC(=O)N/N=C2/CC(=O)CC(C)(C)C2)c1	1%	-6%	?	2%	-1%	16%	0.1%	2	-5%	-5%
COc1ccc(-c2cccc(NS(=O)(=O)c3ccccc3[N+](=O)[O-])c2)nn1	-1%	-5%	·	10%	5%	9%	-0.3%	2	15%	13%
O=C1CS/C(=N/N=C/c2ccc(OS(=O)(=O)c3ccccc3)cc2)N1	-4%	-2%	0%	·	-19%	-4%	0.3%	-2	-5%	0%
Cc1cc(NC(=O)CCCOc2ccc(Cl)cc2Cl)no1	7%	-10%	9%	-3%	-6%	12%	-0.5%	4	3%	0%

The listing, from the start:
SMILES	A-T KAP1 phos	PTAP TSG101 blk	CXXC DNA block	TCR activator	Integrin act MD	p53 reactivation	B2AR arrestin	TRPV1 agonist	ELG1 DNA repair	BRCA1 expr act
COc1ccc(NC(=O)CSCC(=O)Nc2ccc(C)c(S(=O)(=O)N3CCCCCC3)c2)cc1	1%	-2%	·	3%	-10%	1%	0.5%	13	?	-31%
CC(/C=C/c1ccccc1F)=N\NC(=O)c1cccc(F)c1	4%	-1%	9%	8%	-22%	16%	-0.7%	21	?	-31%
O=C(N=C1SC2CS(=O)(=O)CC2N1Cc1ccccc1)C1CCCCC1 (configuration not stated)	6%	0%	2%	7%	-5%	-1%	-0.4%	4	2%	-20%
Cc1ccc(C)c(NC(=O)CCC(=O)N/N=C2/CC(=O)CC(C)(C)C2)c1	1%	-6%	?	2%	-1%	16%	0.1%	2	-5%	-5%
COc1ccc(-c2cccc(NS(=O)(=O)c3ccccc3[N+](=O)[O-])c2)nn1	-1%	-5%	·	10%	5%	9%	-0.3%	2	15%	13%
O=C1CS/C(=N/N=C/c2ccc(OS(=O)(=O)c3ccccc3)cc2)N1	-4%	-2%	0%	·	-19%	-4%	0.3%	-2	-5%	0%
Cc1cc(NC(=O)CCCOc2ccc(Cl)cc2Cl)no1	7%	-10%	9%	-3%	-6%	12%	-0.5%	4	3%	0%
C(=N\Nc1nc(-c2ccccc2)cs1)/c1cccnc1	4%	0%	16%	2%	-10%	7%	0.3%	?	?	12%
Cc1cnc(CN(C)C(=O)CC2C(=O)NCCN2Cc2cccc(F)c2F)[nH]1 (configuration not stated)	18%	-11%	4%	-4%	14%	-1%	-0.1%	-2	4%	2%
COc1cc(/C=N/N2C(=O)C3C4C=CC(CC4)C3C2=O)ccc1O (configuration not stated)	-3%	-11%	-1%	-8%	0%	-4%	12%	-5	?	57%
CCN(CC)c1ccc(C(=O)OCC(=O)Nc2cc3oc4ccccc4c3cc2OC)cc1	0%	0%	2%	19%[46.1 µM]	16%	-12%	0.3%	4	22%	-25%
CN(Cc1nc(C(c2ccccc2)c2ccccc2)no1)CC1COCCO1 (configuration not stated)	1%	2%	-7%	3%	2%	10%	-0.3%	-1	?	0%
Cc1cccc2c1N(CCCOc1ccccc1)C(=O)C2=O	1%	-1%	-15%	1%	-6%	-6%	0.8%	-2	-5%	35%
Cc1cc(NC(=O)CSc2nnc(COc3cccc(C)c3C)n2Cc2ccco2)no1	4%	-2%	24%	·	11%[7.66 µM]	-2%	-0.2%	-2	?	5%
Cc1c(NC(=O)NC(C)N2C(=O)C3C4C=CC(C4)C3C2=O)c(=O)n(-c2ccccc2)n1C (configuration not stated)	0%	0%	-3%	3%	-15%	4%	-1.1%	-1	-10%	13%
Cn1nc(C(=O)Nc2ccccc2N2CCCC2)c2ccccc2c1=O	-11%	-3%	-23%	2%	-6%	-11%	-0.1%	-10	?	-18%
Cc1cc2c(c(=O)n1-c1ccccc1)C1O[C@](c3ccsc3)(Cc3ccccc31)O2	3%[11.5 µM]	·	-1%[23 µM]	·	·	·	-0.4%[9.22 µM]	i	·	·
O=C(Cc1ccccc1)OCC(=O)c1cccc([N+](=O)[O-])c1	0%	-6%	·	0%	-33%	5%	0.3%	·	?	1%
CCCCNC(=O)c1ccc(CNc2c(N3CCC(C(=O)OCC)CC3)c(=O)c2=O)cc1	2%	-2%&-3%	4%	-1%	17%&-15%	10%	-0.6%	1	-1%	0%&8%
CC1(C)CC(N2CCCCC2)=CC(=[N+]2CCCCC2)C1	-1%	0%	-2%	-12%	?	2%	0.1%	0	?	-67%
CCOC(=O)c1c(C)oc2c1c1c(c3ccccc32)OCN(Cc2cccnc2)C1	-11%	-3%	38%[activator]	3%	-18%	?	-0.4%	·	?	37%
N#Cc1cc(S(=O)(=O)c2ccccc2)c(N)[nH]c1=O	17%	-6%	-15%	·	-2%	0%	0.4%	3	?	13%
COc1cc(/C=N/NC(=O)c2ccncc2)ccc1OCCN1CCCCC1	-9%	-2%	-3%	3%[46.1 µM]	2%	-6%	0.1%	-1	?	20%
O=C1CCCc2ccccc2N1Cc1c(Cl)cccc1Cl	9%	2%	-3%	-24%	17%	-3%	-0.3%	·	0%	-34%
Cc1cc(C(=O)N2CCCC(N3CCN(c4cccc(C(F)(F)F)c4)CC3)C2)nn1C (configuration not stated)	3%	-1%	-2%	-1%	-27%	13%	-0.9%	1	-17%	9%
COc1ccc(-n2c(Cc3cccn3C)nnc2SCC(=O)NCc2ccco2)cc1	11%	-9%	2%	-6%[46.1 µM]	14%	-1%	-0.1%	-2	10%	-21%
CCOC(=O)c1cnc(SCC(=O)Nc2cc(C(F)(F)F)ccc2N2CCOCC2)nc1N	19%	-7%	25%	4%	-13%	-2%	-0.6%	?	8%	-7%
O=S(=O)(c1ccc2ccccc2c1)N1CCN(S(=O)(=O)N2CCOCC2)CC1	·	-10%	0%	-1%	1%	·	·	0	·	-12%
Oc1c(C=C2N=c3ccccc3=N2)sc(=S)n1-c1ccc2ccccc2c1	-8%	-5%	-4%	-7%	10%	2%	0.4%	-3	?	-7%
CCn1c2ccccc2c2cc(NS(=O)(=O)c3ccc(C)cc3)ccc21	-1%	-1%	-6%	0%	11%	14%	-0.6%	7	-16%	-74%
O=C(CCn1cnnn1)Nc1ccc(Cl)c(Cl)c1	5%	-2%	8%	4%	-26%	-7%	-0.5%	2	-7%	-27%
CNC(=O)c1ccc(NC(=O)CC2SC(N3CCCC3)=NC2=O)cc1 (configuration not stated)	-1%	-3%	·	·	16%	13%	-1.8%	-1	30%	-2%
O=C(COc1ccccc1)Nc1nc2cc3c(cc2s1)OCCO3	16%	-7%	?	2%	-1%	?	6.8%	1	0%	?
COc1ccc(C2=Nn3c(nnc3-c3ccco3)SC2)cc1	-3%	-9%	-2%	8%	-8%	-4%	4.1%	?	1%	-88%[inhibitor]
Cc1occc1C(=O)Nc1cccc([N+](=O)[O-])c1C	6%	-4%	-7%	2%	31%	3%	0.1%	2	-20%	29%
CCOC(=O)Nc1ccc(S(=O)(=O)Nn2cnnc2)cc1	-8%	0%	10%	7%	19%	2%	-0.9%	-3	0%	0%
CCN(CC)CCCn1c(C)cc2c(c1=O)C(c1ccccc1)C(C#N)=C(N)O2 (configuration not stated)	-3%	-1%	-6%	-2%	15%	-4%	-0.9%	1	-16%	15%
COc1cccc(C2CC3(CC(C)(C)NC(=S)N3)Oc3cc(O)ccc32)c1 (configuration not stated)	-7%	1%	8%	-25%[46.1 µM]	11%	-7%	?	-2	?	-28%
CC(=O)N(c1ccccc1)C1CC(C)N(C(=O)c2ccccc2)c2ccccc21 (configuration not stated)	11%	0%	-7%	·	9%	?	1.7%	27	-24%	-10%
O=C(Nc1ccccc1C(=O)N1CCOCC1)c1cccnc1	9%	-6%	-2%	3%	-11%	0%	0.3%	2	7%	-5%
